UPR CHOP act = activators of apoptotic arm of unfolded protein response (CHOP) | CHO-CHOP luciferase reporter, UPR activation, luminescence; percent of tunicamycin response over DMSO baseline | activation, % at 10 µM | 330,000 compounds, 0.34% hits | AID 449763;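 active means at 10 µM dose, activation of 40% or more, normalized to positive control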;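 further: 100% = tunicamycin at 10 µg/mL and 0% = DMSO alone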
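Assay system: CHO cells with stable CHOP pathway luciferase reporter; Buffer or medium: F12 plus 10% serum; Times: 16-18 h cell attachment, then 6 h compound exposure, 37 °C; Signal: luciferase luminescence; Read-out basis: percent activation relative to tunicamycin control; Control set: tunicamycin high control, DMSO low control.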
Mdm2-MdmX inh = human Mdm2/MdmX binding inhibition; SaOS-2 split-luciferase Mdm2/MdmX complementation, luminescence; inhibition, % at 8 µM; O15151+Q00987; 330,000 compounds, 3% hits;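 active means inhibition of at least 50% at 8 µM in the primary screen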
Target sequence (O15151 whole entry, looked up): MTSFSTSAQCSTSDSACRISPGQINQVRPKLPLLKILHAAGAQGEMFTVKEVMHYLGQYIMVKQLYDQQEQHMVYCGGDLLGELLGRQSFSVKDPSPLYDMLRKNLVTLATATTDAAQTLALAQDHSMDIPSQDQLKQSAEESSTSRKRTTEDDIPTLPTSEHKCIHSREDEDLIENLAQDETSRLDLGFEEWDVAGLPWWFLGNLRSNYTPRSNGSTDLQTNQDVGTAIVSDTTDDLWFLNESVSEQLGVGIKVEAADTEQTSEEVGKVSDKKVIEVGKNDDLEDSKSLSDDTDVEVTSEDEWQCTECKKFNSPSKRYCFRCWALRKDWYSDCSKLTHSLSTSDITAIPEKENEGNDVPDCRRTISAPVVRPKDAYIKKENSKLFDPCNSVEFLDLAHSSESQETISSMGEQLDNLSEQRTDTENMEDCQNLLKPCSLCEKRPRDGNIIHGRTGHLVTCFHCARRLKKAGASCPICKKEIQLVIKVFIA
Target sequence (Q00987 whole entry, looked up): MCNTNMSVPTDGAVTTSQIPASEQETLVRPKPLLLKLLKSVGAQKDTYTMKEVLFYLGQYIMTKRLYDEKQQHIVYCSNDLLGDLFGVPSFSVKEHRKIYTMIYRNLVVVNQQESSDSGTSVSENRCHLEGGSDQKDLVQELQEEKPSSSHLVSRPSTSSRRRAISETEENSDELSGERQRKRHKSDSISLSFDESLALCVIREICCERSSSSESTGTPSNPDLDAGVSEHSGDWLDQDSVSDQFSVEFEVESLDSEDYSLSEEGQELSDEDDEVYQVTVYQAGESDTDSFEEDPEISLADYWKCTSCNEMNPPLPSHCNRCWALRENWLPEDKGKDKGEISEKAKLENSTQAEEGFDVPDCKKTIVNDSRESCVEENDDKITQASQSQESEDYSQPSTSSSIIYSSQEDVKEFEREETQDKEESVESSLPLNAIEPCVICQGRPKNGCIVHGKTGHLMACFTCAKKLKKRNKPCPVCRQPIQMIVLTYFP
NALP3 yeast inh = inhibitors of NALP3 inflammasome in yeast | 330,000 compounds, 0.39% hits | Yeast reconstituted NLRP3/ASC/caspase-1, beta-gal luminescence, 24 h | inhibition, % at 10 µM;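 active means inhibition of 50% or more; inactive means inhibition below 50%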;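 further: plate controls were induced DMSO wells for no effect and uninduced yeast grown without galactose for full effect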
tim10-1 inh = inhibits growth of tim10-1 mutant yeast. 330,000 compounds, 2.2% hits. S. cerevisiae tim10-1 ts strain growth, BacTiter-Glo, 24 h. inhibition, % at 20 µM. AID 463190;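 active means inhibition of at least 40%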;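 further: mutant grown at 25 °C; 0% = DMSO wells with yeast and 100% = wells holding no yeast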
XBP1 UPR activ = adaptive UPR (XBP1) activation. 330,000 compounds, 0.33% hits. CHO-XBP1 luciferase reporter, IRE1-XBP1 UPR activation, luminescence; percent of tunicamycin response, DMSO as zero. activation, % at 20 µM. AID 463104;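 active means versus positive control, 20 µM dose yields 30% or more activation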;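 further: 100% = tunicamycin at 10 µg/mL and 0% = DMSO only wells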
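Material: CHO cell line with stable XBP1 luciferase reporter; buffer or medium: F12 medium containing 10% fetal bovine serum; compound: single point, 20 µM final compound, 1% DMSO; incubation: 6 h treatment, 37 °C; measured by: glow luminescence from Steady-Glo reagent; evaluation: activation, % of tunicamycin; control set: tunicamycin high, DMSO low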
TIM10 inh = inhibits growth of TIM10 yeast strain. S. cerevisiae TIM10 strain growth, BacTiter-Glo luminescence, 24 h. inhibition, % at 10 µM. 330,000 compounds, 1.4% hits;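 active means inhibition of 40% or more at the single tested concentration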;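 further: wild-type TIM10 isogenic control strain grown at permissive 25 °C; 0% = DMSO yeast wells and 100% = minimal medium wells without yeast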
tim23-1 inh = inhibits growth of tim23-1 mutant yeast. S. cerevisiae tim23-1 growth, BacTiter-Glo luminescence, 24 h. inhibition, % at 20 µM. 330,000 compounds, 1.3% hits;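 active means growth inhibition of the mutant yeast at or above 50%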;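 further: temperature-sensitive mutant grown at 25 °C; plate controls were DMSO-treated mutant yeast for no effect and medium wells lacking yeast for full effect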
APJ agonist = APJ receptor agonism | P35414 | CHO-K1 APJ PathHunter beta-arrestin, luminescence; 0% DMSO wells, 100% apelin | activation, % at 20 µM | 330,000 compounds, 0.11% hits | AID 2520;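 active means activation more than six SD over the plate average, tested at 20 µM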;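 further: 0% = DMSO alone and 100% = apelin-13 at 10 nM; some results filed as inactive read as strong as hits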
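Material: engineered CHO-K1 APJ arrestin reporter cells; amount: 1000 CHO-K1 reporter cells seeded per well; incubation: compound stimulation 90 min at 25 °C, detection 60 min; signal: luminescent beta-gal fragment complementation, chemiluminescent substrate; read-out basis: APJ agonist activity; controls: DMSO-only wells as negative, 10 nM Apelin-13 as positive control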
GRIN3A LBD mod = modulates the human NR3A ligand-binding domain; Tm shift relative to glycine control, % at 25 µM; NR3A LBD differential scanning fluorimetry, Tm shift; 0% = protein alone, 100% = glycine-bound protein; 340,000 compounds, 2.5% hits; AID 1259313;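 active means melting temperature shift of at least 10% of the positive control shift, at one fixed dose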
* hit, by the source's call. Compounds as they come; about 8.2% have a hit in one of these screens.

For O=C(Nc1ccc(S(=O)(=O)NC2=NCCCCC2)cc1)c1ccc(Cl)c([N+](=O)[O-])c1 the results were UPR CHOP act 2.0, Mdm2-MdmX inh 40, NALP3 yeast inh 20, tim10-1 inh 5, XBP1 UPR activ -3, TIM10 inh 3, tim23-1 inh 16, APJ agonist -2 and GRIN3A LBD mod -3.
COc1ccc(C(=O)NCc2ccc3c(c2)OCO3)cc1S(=O)(=O)N(C)Cc1ccccc1 was read as UPR CHOP act -1.0, Mdm2-MdmX inh -4, NALP3 yeast inh 10, tim10-1 inh 15, XBP1 UPR activ 1, TIM10 inh -15, tim23-1 inh 29, APJ agonist -3 and GRIN3A LBD mod -1.
`CC1C2CC(CC1(C)C)N(C(=O)Nc1ccc3nccnc3c1)C2` (centres undefined) gave UPR CHOP act -2.3, Mdm2-MdmX inh -15, NALP3 yeast inh 10, tim10-1 inh 23, XBP1 UPR activ 1, TIM10 inh 19, tim23-1 inh 38, APJ agonist -1 and GRIN3A LBD mod -2.
`Cc1ccc(CNC(=O)CCC(=O)c2cccs2)cc1` gave UPR CHOP act -2.2, Mdm2-MdmX inh 8, NALP3 yeast inh 7, tim10-1 inh 9, XBP1 UPR activ -1, TIM10 inh -2, tim23-1 inh 8, APJ agonist -6 and GRIN3A LBD mod 3.
COc1cc(NC(=S)NCCCN(C)C)c(OC)cc1NC(=O)c1ccco1 was read as UPR CHOP act -0.8, Mdm2-MdmX inh 3, NALP3 yeast inh 11, tim10-1 inh -1, XBP1 UPR activ -1, TIM10 inh -3, tim23-1 inh 9, APJ agonist -3 and GRIN3A LBD mod 2.
`Cc1ccc(NC(=O)Cn2cccc2C2=NC(c3ccccc3)CO2)c(C)c1` (centres undefined) gave UPR CHOP act 3.7, Mdm2-MdmX inh -5, NALP3 yeast inh 2, tim10-1 inh 19, XBP1 UPR activ 1, TIM10 inh -1, tim23-1 inh 20, APJ agonist 0 and GRIN3A LBD mod -2.
Screening O=C(NCCCn1ccnc1)/C(=C\c1ccc(Br)cc1)NC(=O)c1ccccc1F returned UPR CHOP act -0.2, Mdm2-MdmX inh 20, NALP3 yeast inh 11, tim10-1 inh -14, XBP1 UPR activ -7, TIM10 inh -12, tim23-1 inh -15, APJ agonist -3 and GRIN3A LBD mod 1.
For N=c1c2ccccc2nnn1-c1ccc(C(F)(F)F)cc1 the results were UPR CHOP act 2.4, Mdm2-MdmX inh -16, NALP3 yeast inh 17, tim10-1 inh -8, XBP1 UPR activ -2, TIM10 inh 5, tim23-1 inh -11, APJ agonist -1 and GRIN3A LBD mod 2.
Screening O=C(N/N=C/c1cc([N+](=O)[O-])ccc1Cl)c1ccc2nc[nH]c2c1 returned UPR CHOP act 1.0, Mdm2-MdmX inh 10, NALP3 yeast inh 5, tim10-1 inh 20, XBP1 UPR activ 1, TIM10 inh -12, tim23-1 inh -4, APJ agonist 1 and GRIN3A LBD mod -9.
`Cc1ccc(CONC(=O)c2ccc(C)cc2)cc1` gave UPR CHOP act 2.0, Mdm2-MdmX inh -59, NALP3 yeast inh 19, tim10-1 inh -10, XBP1 UPR activ -2, TIM10 inh 4, tim23-1 inh 3, APJ agonist -1 and GRIN3A LBD mod 2.
For COC(=O)Nc1c(C)nn(Cc2ccccc2C)c1C the results were UPR CHOP act 1.6, Mdm2-MdmX inh -19, NALP3 yeast inh 10, tim10-1 inh 5, XBP1 UPR activ 1, TIM10 inh -2, tim23-1 inh 4, APJ agonist 2 and GRIN3A LBD mod -14.
COc1ccc(CN(CCC(C)C)S(=O)(=O)c2ccccc2Br)c(OC)c1 was read as UPR CHOP act 2.6, Mdm2-MdmX inh 21, tim10-1 inh 24, XBP1 UPR activ -2, TIM10 inh -4, tim23-1 inh 49 and GRIN3A LBD mod -1.

In the list so far, these contain a nitro group on carbon.
For O=C(Nc1ccc(S(=O)(=O)NC2=NCCCCC2)cc1)c1ccc(Cl)c([N+](=O)[O-])c1 the results were UPR CHOP act 2.0, Mdm2-MdmX inh 40, NALP3 yeast inh 20, tim10-1 inh 5, XBP1 UPR activ -3, TIM10 inh 3, tim23-1 inh 16, APJ agonist -2 and GRIN3A LBD mod -3.
Screening O=C(N/N=C/c1cc([N+](=O)[O-])ccc1Cl)c1ccc2nc[nH]c2c1 returned UPR CHOP act 1.0, Mdm2-MdmX inh 10, NALP3 yeast inh 5, tim10-1 inh 20, XBP1 UPR activ 1, TIM10 inh -12, tim23-1 inh -4, APJ agonist 1 and GRIN3A LBD mod -9.

Later entries
Screening O=C(NCc1ccccc1Cl)C1CCCN(C(=O)Nc2ccc(F)cc2)C1 (centres undefined) returned UPR CHOP act 0.5, Mdm2-MdmX inh 26, NALP3 yeast inh 6, tim10-1 inh -11, XBP1 UPR activ -5, TIM10 inh 12, tim23-1 inh 3, APJ agonist -1 and GRIN3A LBD mod -2.
O=C(Nc1ccc(N2CCCC2)cc1)c1ccc(Br)cc1 was read as UPR CHOP act 6.1, Mdm2-MdmX inh -43, NALP3 yeast inh 27, tim10-1 inh -4, XBP1 UPR activ -1, TIM10 inh -15, tim23-1 inh -4, APJ agonist 0 and GRIN3A LBD mod -3.
Screening COc1cc(S(=O)(=O)N2CCN(C)CC2)ccc1Cl returned UPR CHOP act -0.4, Mdm2-MdmX inh 11, NALP3 yeast inh 9, tim10-1 inh -10, XBP1 UPR activ -1, TIM10 inh 2, tim23-1 inh -21, APJ agonist -1 and GRIN3A LBD mod 3.
Cn1c(=O)c(S(=O)(=O)C(C)(C)C)c(O)c2ccccc21 was read as UPR CHOP act 2.7, Mdm2-MdmX inh -13, NALP3 yeast inh 10, tim10-1 inh -5, XBP1 UPR activ -3, TIM10 inh 1, tim23-1 inh -11, APJ agonist 1 and GRIN3A LBD mod -3.
NC(=O)c1nnn(-c2cccc(C(F)(F)F)c2)c1-c1ccccc1 was read as UPR CHOP act 1.1, Mdm2-MdmX inh -4, NALP3 yeast inh 8, tim10-1 inh 1, XBP1 UPR activ 4, TIM10 inh 7, tim23-1 inh 14, APJ agonist 4 and GRIN3A LBD mod 5.
Screening Cc1c(C)c2c(OCC(=O)N[C@@H](Cc3ccccc3)C(=O)O)cc3c(c2oc1=O)CCC(C)(C)O3 returned UPR CHOP act -2.0, Mdm2-MdmX inh -12, NALP3 yeast inh 5, tim10-1 inh 6, XBP1 UPR activ -2, TIM10 inh 2, tim23-1 inh -5, APJ agonist -2 and GRIN3A LBD mod -3.
COc1ccc(N2C(=O)CC(SCc3ccc(Cl)cc3)C2=O)cc1 (centres undefined) was read as UPR CHOP act 1.5, Mdm2-MdmX inh 0, NALP3 yeast inh 17, tim10-1 inh -28, XBP1 UPR activ -3, TIM10 inh -5, tim23-1 inh -3, APJ agonist -1 and GRIN3A LBD mod 2.
Screening CC(CC(=O)N1CCN(c2ccccc2)CC1)S(=O)(=O)c1ccc2c(c1)NC(=O)CS2 (centres undefined) returned UPR CHOP act 1.2, Mdm2-MdmX inh 23, NALP3 yeast inh -1, tim10-1 inh 6, XBP1 UPR activ -2, TIM10 inh -2, tim23-1 inh -7, APJ agonist 0 and GRIN3A LBD mod -1.
`O=S(=O)(Nc1ccccc1Cl)c1cc(NC(=S)NCCN2CCOCC2)ccc1Cl` gave UPR CHOP act -0.5, Mdm2-MdmX inh -21, NALP3 yeast inh 12, tim10-1 inh -5, XBP1 UPR activ -6, TIM10 inh 7, tim23-1 inh 4, APJ agonist -3 and GRIN3A LBD mod -9.
Cc1ccccc1CN(c1ccc(C(=O)N2CCCC2)cc1)S(C)(=O)=O was read as UPR CHOP act -1.6, Mdm2-MdmX inh 22, NALP3 yeast inh 2, tim10-1 inh 1, XBP1 UPR activ -1, TIM10 inh -8, tim23-1 inh 3, APJ agonist -2 and GRIN3A LBD mod 0.
O=C(c1n[nH]c(=O)c2ccccc12)N1CCN(Cc2ccc3c(c2)OCO3)CC1 was read as UPR CHOP act -0.1, Mdm2-MdmX inh 6, NALP3 yeast inh -4, tim10-1 inh -2, XBP1 UPR activ -1, TIM10 inh 3, tim23-1 inh 5, APJ agonist -3 and GRIN3A LBD mod 0.
For CC1(C)CC(=O)c2c(oc3cc(O)c(O)cc23)C1 the results were UPR CHOP act -2.9, Mdm2-MdmX inh 3, NALP3 yeast inh 7, tim10-1 inh -10, XBP1 UPR activ 2, TIM10 inh 1, tim23-1 inh -6, APJ agonist -1 and GRIN3A LBD mod 0.
Screening O=C(/C=C/Nc1ccccc1)C(F)(F)F returned UPR CHOP act 0.8, Mdm2-MdmX inh 15, NALP3 yeast inh 0, tim10-1 inh -4, XBP1 UPR activ -2, TIM10 inh -13, tim23-1 inh 7, APJ agonist -1 and GRIN3A LBD mod 0.
Screening O=C(CCNC(=O)c1ccc([N+](=O)[O-])cc1)NNC(=O)c1ccncc1 returned UPR CHOP act 0.8, Mdm2-MdmX inh 28, NALP3 yeast inh 8, tim10-1 inh -1, XBP1 UPR activ -4, TIM10 inh 11, tim23-1 inh 0, APJ agonist 7 and GRIN3A LBD mod -2.
For CCC(C)c1ccc(OCC(=O)Nc2ccc3[nH]c(=O)[nH]c3c2)cc1 (centres undefined) the results were UPR CHOP act 4.8, Mdm2-MdmX inh 6, NALP3 yeast inh 7, tim10-1 inh 21, XBP1 UPR activ -1, TIM10 inh 0, tim23-1 inh 5, APJ agonist 2 and GRIN3A LBD mod -1.
CC1CCC(NC(=O)CCS(=O)(=O)c2ccc3c(c2)NC(=O)CO3)CC1 (centres undefined) was read as UPR CHOP act 2.4, Mdm2-MdmX inh 19, NALP3 yeast inh -6, tim10-1 inh 19, XBP1 UPR activ -3, TIM10 inh 11, tim23-1 inh 16, APJ agonist 1 and GRIN3A LBD mod -2.
`O=C(COC(=O)/C=C/c1cccc(C(F)(F)F)c1)NC1CCCCCC1` gave UPR CHOP act -1.0, Mdm2-MdmX inh -10, NALP3 yeast inh 8, tim10-1 inh 0, XBP1 UPR activ 0, TIM10 inh 3, tim23-1 inh 1, APJ agonist -2 and GRIN3A LBD mod 0.
`CC(C)n1c2ccccc2c2nnc(SCC(=O)OCN3C(=O)c4ccccc4C3=O)nc21` gave UPR CHOP act 0.9, Mdm2-MdmX inh 2, NALP3 yeast inh -10, tim10-1 inh 27, XBP1 UPR activ -1, TIM10 inh 18, tim23-1 inh 6, APJ agonist 0 and GRIN3A LBD mod 3.
`O=C(CN1C(=O)c2ccccc2S1(=O)=O)Nc1ncc([N+](=O)[O-])s1` gave UPR CHOP act 1.9, Mdm2-MdmX inh -34, NALP3 yeast inh 9, tim10-1 inh 3, XBP1 UPR activ -1, TIM10 inh 8, tim23-1 inh 2, APJ agonist 7 and GRIN3A LBD mod 0.
CCC1=Nc2cc(C(=O)NCCCN3CCOCC3)ccc2Sc2ccccc21 was read as UPR CHOP act 0.3, Mdm2-MdmX inh 21, NALP3 yeast inh 10, tim10-1 inh -18, XBP1 UPR activ -4, TIM10 inh 1, tim23-1 inh -3, APJ agonist 0 and GRIN3A LBD mod 0.

From PubChem
